GSK3A inh: inhibitors of human GSK-3 alpha kinase. P49840. hit rate 0.1% among 320,000. AID 2650. inhibition, % at 10 µM. ADP-Glo luminescence, 60 min;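 in the data active = inhibition above about 50%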;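 note: GST-tagged GSK-3 alpha with peptide substrate and 25 µM ATP; 0% = DMSO neutral wells and 100% = GW8510 positive control wells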
KCNK9 inh: inhibitors of human KCNK9 two-pore domain potassium channel | B-score at 10 µM | Q9NPC2 | hit rate 1.2% among 310,000 | HEK293 KCNK9, FluxOR thallium flux fluorescence; hits give low values | AID 488922;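 active = ratio B-score over 3 SD below the library mean, with starting fluorescence within 5 SD of its mean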;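 note: negative B-score means less thallium flux so channel inhibition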
Target sequence (Q9NPC2 whole entry, looked up, the tested form may be a part): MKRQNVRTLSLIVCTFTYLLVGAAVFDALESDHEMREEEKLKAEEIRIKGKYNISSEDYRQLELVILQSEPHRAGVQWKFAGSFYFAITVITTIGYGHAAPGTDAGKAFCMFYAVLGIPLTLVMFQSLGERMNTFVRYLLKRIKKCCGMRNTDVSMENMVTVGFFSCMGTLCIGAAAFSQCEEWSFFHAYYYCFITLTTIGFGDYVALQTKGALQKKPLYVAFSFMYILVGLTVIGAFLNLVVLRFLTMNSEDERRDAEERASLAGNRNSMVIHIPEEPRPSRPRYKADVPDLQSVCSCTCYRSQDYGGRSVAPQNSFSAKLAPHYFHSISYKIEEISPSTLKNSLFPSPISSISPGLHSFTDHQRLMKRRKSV
GSK3B inh: inhibitors of human GSK3beta kinase | P49841 | GST-GSK3beta kinase, ADP-Glo luminescence, 60 min; hits give low values | activity score (negative = inhibition), % at 10 µM | hit rate 0.038% among 300,000;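 active = more than half of replicate wells score below -50%, meaning over 50% inhibition versus plate controls; inconclusive = some replicates but at most half score below -50%; inactive = no replicate scores below -50%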;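 note: 0% = median DMSO wells and -100% = median GW8510 positive control wells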
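Assay system: GST-fused GSK3beta enzyme, cell-free / Medium: Tris pH 7.5 buffer with MgCl2, DTT, BSA, heparin / Also added: peptide substrate plus 25 µM ATP (final) / Compound: 10 µM single point / Timing: kinase reaction with compound 60 min at room temperature / Detection: ADP-Glo luminescence / Benchmarks: DMSO neutral wells and GW8510 at 20 µM as positive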
KCNK3 inh: human KCNK3 channel inhibition, primary screen; B-score at 10 µM; CHO-KCNK3 thallium flux, FluxOR fluorescence; hits give low values; hit rate 0.84% among 340,000;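 active = B-score under library mean minus 4 SD, starting fluorescence ratio at most library mean plus 5 SD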;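 note: more negative B-score means stronger inhibition of thallium flux through KCNK3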
KCNQ1 block: blocks the human KCNQ1 potassium channel | CHO-K1 KCNQ1, FluxOR thallium flux fluorescence; hits give high values | B-score at 10 µM | hit rate 1.3% among 310,000;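 active = compounds whose thallium flux B-score, printed positive for inhibition, exceeds three library SD while starting fluorescence stays within three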;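 note: channel opened by potassium depolarization with thallium stimulus after 20 min compound exposure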
DYRK1A inh: inhibitors of rat Dyrk1A kinase. Q63470. ADP-Glo luminescence, NFATc1 peptide. inhibition, % at 12.5 µM. hit rate 0.43% among 310,000. AID 504441; in the data active = inhibition above about 50%;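 note: plate controls were vehicle with enzyme for no effect and no enzyme for full effect; many of its hits are not listed in these tables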
hERG protect: compounds protecting human hERG from proarrhythmic drug block; CHO-hERG, FluxOR thallium flux, dofetilide IC70 present; activation (rescue from dofetilide block), less the hit threshold, % at 10 µM; hit rate 0.51% among 310,000;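 active = activation above the mean of controls blocked by dofetilide plus 5 SD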;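 note: thallium influx through hERG after potassium depolarization seen as dye fluorescence rise; in these data hits start at about 4.7%; inactives centre near -7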
PolyA inhibitor: inhibitors of polyadenylation in S. cerevisiae; S. cerevisiae SKY197-pL101 polyadenylation reporter, beta-gal luminescence; efflux-impaired pdr1/pdr3 knockout yeast; score 100 = 6 SD above DMSO; calls only at 12 µM; hit rate 0.02% among 300,000; AID 1875;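 active = lowest replicate activity score at least 50, where 100 means six control SD above control mean; inconclusive = lowest score under 50 but half or more replicates reach 50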;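 note: yeast exposed to compound for 9 h at 30 °C; higher score means more reporter readthrough which indicates perturbed polyadenylation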
RGS4 pot: RGS4 potentiation or activation | AID 463111 | B-score at 10 µM | hit rate 0.92% among 310,000 | HEK293 M3R/inducible RGS4, carbachol calcium flux Fluo4; hits give low values;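 active = B-score of the integrated calcium signal more than 4 SD below the library mean, with starting fluorescence not abnormally high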;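 note: negative B-score means reduced calcium response which marks RGS4 activation or potentiation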
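Also added: carbachol at ECmax as muscarinic agonist stimulus; Assay system: HEK293 cells with stable M3R and inducible RGS4; Timing: overnight RGS4 induction, 30 min dye load 37 °C, 20 min compound RT; Measured by: Fluo4-AM (2 µM) calcium-flux fluorescence, kinetic read.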
HDAC3 inh: inhibitors of human histone deacetylase 3. recombinant HDAC3, fluorogenic peptide/trypsin coupled, fluorescence. inhibition, % at 8.3 µM. O15379. AID 2718. hit rate 0.15% among 320,000; in the data active = inhibition above about 26%, passing the limit was not always enough; inconclusive = no clear call, values can overlap the other calls
Target sequence (O15379 whole entry, looked up): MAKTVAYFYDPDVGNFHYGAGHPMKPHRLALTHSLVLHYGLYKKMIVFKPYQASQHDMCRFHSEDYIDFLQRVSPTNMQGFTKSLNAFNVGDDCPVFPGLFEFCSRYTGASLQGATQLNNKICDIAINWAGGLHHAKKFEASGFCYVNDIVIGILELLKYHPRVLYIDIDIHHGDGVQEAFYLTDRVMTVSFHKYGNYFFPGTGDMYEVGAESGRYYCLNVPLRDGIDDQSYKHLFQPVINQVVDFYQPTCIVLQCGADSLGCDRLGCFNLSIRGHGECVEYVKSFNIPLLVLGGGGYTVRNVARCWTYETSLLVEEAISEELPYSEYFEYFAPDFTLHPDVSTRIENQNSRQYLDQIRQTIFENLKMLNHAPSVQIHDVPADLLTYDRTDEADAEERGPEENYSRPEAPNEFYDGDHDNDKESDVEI
KCNQ1 pot: potentiates or activates the human KCNQ1 potassium channel | P51787 | CHO-K1 KCNQ1, thallium flux FluxOR fluorescence; hits give high values | B-score at 10 µM | hit rate 0.35% among 310,000;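 active = fluorescence ratio B-score, a plate-corrected score, at least three library SD, with initial intensity B-score within 5 SD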
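Material: CHO-K1 cells stably expressing KCNQ1. Medium: assay buffer for compound exposure, DMSO matched across wells. Reagent: K+/Tl+ depolarizing stimulus. Compound dosing: single-concentration screen. Times: 37 °C overnight plating, 90-min dark dye load, 20-min compound pretreatment. Technique: FluxOR Tl+ flux fluorescence.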
* marks the source's active call; other numbers are inactive results; i = inactive; ? = inconclusive; . = no result given. These rows are one share of the data. The share of hits here may be higher or lower than overall.

Start of the data: the first 2 entries, ahead of the listing:
SMILES	GSK3A inh	KCNK9 inh	GSK3B inh	KCNK3 inh	KCNQ1 block	DYRK1A inh	hERG protect	PolyA inhibitor	RGS4 pot	HDAC3 inh	KCNQ1 pot
CCC1=[N+](CC(=O)c2ccc(C)cc2)CCn2cccc21	.	i	.	i	i	0	-8	i	i	2	i
COc1cc(-c2noc(CCCC(=O)NC3CCCCC3)n2)cc(OC)c1OC	.	i	1	i	i	1	-11	i	i	.	i

All compounds of this part, from the first entry:
SMILES	GSK3A inh	KCNK9 inh	GSK3B inh	KCNK3 inh	KCNQ1 block	DYRK1A inh	hERG protect	PolyA inhibitor	RGS4 pot	HDAC3 inh	KCNQ1 pot
CCC1=[N+](CC(=O)c2ccc(C)cc2)CCn2cccc21	.	i	.	i	i	0	-8	i	i	2	i
COc1cc(-c2noc(CCCC(=O)NC3CCCCC3)n2)cc(OC)c1OC	.	i	1	i	i	1	-11	i	i	.	i
Cc1ccc2nc(C)c(C(=O)NN=C3CCN(C)CC3)n2c1	3	i	-2	i	i	2	-21	i	i	-4	i
CCS(=O)(=O)c1nc(S(=O)(=O)c2ccc(C)cc2)c(N2CCCC(C)C2)s1 (centres undefined)	0	i	4	i	i	-6	-4	i	i	?	i
CC(=O)c1ccc(NC(=O)c2cc(CC(C)C)on2)cc1	-2	i	3	i	i	-4	-5	i	i	8	i
O=C(O)c1cc(-c2ccc(Cl)cc2)n(-c2ccc(Cl)cc2)n1	-10	i	6	i	i	-6	-8	i	i	-2	i
C=CCNC(=O)CN1C2CCCC1CC(NC(=O)c1ccccc1C)C2 (centres undefined)	-3	i	1	i	i	-2	-8	i	i	2	i
Cc1cccc(-n2ncc3c(NCc4ccccc4)ncnc32)c1	-1	i	0	i	i	-12	-18	i	i	-3	i
COc1ccc(S(=O)(=O)N2CCOCC2)cc1C(C)C	-4	i	2	i	i	2	-9	i	i	8	i
CC(=O)c1cccc(NS(=O)(=O)c2c(C)noc2C)c1	-1	i	0	i	i	-4	-8	i	i	6	i
Cn1ccnc1SCC(=O)Nc1ccc2c(c1)OCO2	-2	i	0	i	i	2	-4	i	i	-9	i
CCN(CC)S(=O)(=O)c1ccc(N/N=C/c2cccnc2)nc1	0	i	2	i	i	-6	-7	i	i	-2	i
Oc1ccc(/C=N/n2c(C3CCCCC3)n[nH]c2=S)c(O)c1	20	i	-10	i	i	83*	-12	i	i	5	i
O=C(Nc1ccncc1)c1ccc(Cl)c([N+](=O)[O-])c1	-1	i	-2	i	i	14	-9	i	i	-5	i
CCn1cnc2sc(C(=O)Nc3ccc4c(c3)OCO4)c(C)c2c1=O	.	i	-1	i	i	19	-10	i	i	9	i
CC1CCCCN1C(=O)CNCC1CCCO1 (centres undefined)	-2	i	1	i	i	-5	-15	i	i	-1	i
COc1ccc(CCNC(=O)CNS(=O)(=O)c2ccc(Br)cc2)cc1	-3	i	-1	i	i	13	-11	i	i	0	i
CCc1ccc(CNC(=O)CCS(=O)(=O)Cc2ccccc2F)cc1	9	i	5	i	i	-3	-5	i	i	-7	i
Cn1nc(C(C)(C)C)c([N+](=O)[O-])c1C(N)=O	2	i	1	i	i	.	-2	i	i	-2	i
CC1CN(C(=O)CCC(=O)NCc2cccnc2)c2ccccc2O1 (centres undefined)	0	i	-2	i	i	-1	-6	i	i	3	i
CCCCNC(=O)CCn1c(=O)c2ccccc2n(CC(=O)Nc2ccccc2OCC)c1=O	0	i	1	i	i	1	-5	i	i	3	i
CCC(=O)N(Cc1cc(=O)[nH]c2ccccc12)c1ccc(C)cc1	.	i	-3	i	i	-5	-12	i	i	-1	i
CC(=O)Nc1ccc2c(c1)OCO2	-11	i	0	i	i	-6	-21	i	i	-1	i
COc1cc(NS(=O)(=O)c2ccc(NC(=S)NC(=O)CC(C)C)cc2)nc(OC)n1	-3	i	-1	i	i	3	-7	i	i	2	i
CCCCCCSc1ccc([C@H]2N[C@@](Cc3ccccc3)(C(=O)OC)[C@H]3C(=O)N(CC)C(=O)[C@@H]23)cc1	-5	i	2	i	i	-5	-23	i	i	13	i
COC(=O)c1sccc1NC(=O)Nc1cc(C)ccc1OC	-3	i	0	i	i	16	-12	i	i	5	i
CCOC(=O)c1c(C)n(C)c2ccc(OC(C)=O)cc12	1	i	-1	i	i	-3	-7	i	i	0	i
COc1ccc(Nc2nc(N)nc(C(F)(F)F)n2)c(OC)c1	0	i	1	i	i	.	-4	i	i	6	i
O=C(NC12CC3CC(CC(C3)C1)C2)c1cccnc1Cl	-3	i	3	i	i	-2	-2	i	i	9	i
Cc1ccccc1N1CCN(S(=O)(=O)c2ccc3oc(=O)ccc3c2)CC1	-1	i	-4	i	i	-8	-9	i	i	5	i
CCCc1nc2ccccc2c(=O)n1/N=C/c1ccc(O)cc1O	1	i	0	i	i	-5	-10	i	i	10	i
Cc1ccc(C(=O)NCCc2ccc(S(N)(=O)=O)cc2)o1	1	i	1	i	i	4	-12	i	i	-1	i
COc1ccc(C(=O)OCCN=C2NS(=O)(=O)c3ccccc32)cc1OC	2	i	-2	i	i	-2	-7	i	i	-9	i
CCOC(=O)N1CCN(C(=O)CS(=O)(=O)Cc2nc(-c3cccc(OC)c3)oc2C)CC1	-1	i	19	i	i	3	-9	i	i	2	i
O=C(CNS(=O)(=O)c1ccc(Br)cc1)Nc1ccc2c(c1)OCCO2	.	i	4	i	i	4	-2	i	i	.	i
Cn1c(=O)c2c(ncn2CC(=O)N/N=C/C(Cl)=C/c2ccccc2)n(C)c1=O	2	i	-8	i	i	3	-8	i	i	3	11*
COc1cc(OCc2ccccc2)c(C(=O)/C=C/c2ccc3c(c2)OCO3)c(OC)c1OC	-5	-8.9*	2	i	i	4	-6	i	i	-4	i
O=C(O)c1cc(Cl)c(Cl)cc1C(=O)N(Cc1ccccc1)Cc1ccccc1	.	i	6	i	i	-6	-7	i	i	-4	i
COCCCNC(=O)Cn1c(=O)n(Cc2ccc(C(=O)NCCc3ccc(OC)c(OC)c3)cc2)c(=O)c2ccccc21	2	i	-2	i	i	-1	-15	i	i	.	i
Cc1ccc(NC(=O)CC2SC(=NCC3CCCO3)NC2=O)cc1Cl (centres undefined)	0	i	2	i	i	-3	-9	i	i	-3	i
CCCCOCCCNc1ncnc2c1[nH]c1ccccc12	-2	i	2	i	9*	11	-31	i	i	2	i
CCOC(=O)c1sc2nc3c(SCCC#N)cc(C(=O)c4cc(F)ccc4O)cn3c(=O)c2c1C	-1	i	2	i	i	-3	-9	i	i	8	i
O=C(CNS(=O)(=O)c1ccc(Br)s1)N1CCN(C(=O)c2ccco2)CC1	0	i	-1	i	i	-3	-8	i	i	4	i
Cc1ccc(-c2cc(C(=O)N3CCN(c4ccccc4O)CC3)c3ccccc3n2)o1	-1	i	2	i	i	-7	-23	i	i	-7	i
CSc1ccc(S(=O)(=O)Nc2ccc(S(=O)(=O)Nc3ccc(C)cc3)cc2)cc1	0	i	7	i	i	10	-10	i	i	2	i
Cc1cccc(NCc2cc(Cl)cc(Cl)c2O)n1	1	i	1	i	i	0	-11	i	i	10	i
CN(C)c1ccc(NC(=O)c2sc(SCC(=O)Nc3ccc(Br)cc3)nc2N)cc1	-2	i	-1	i	i	6	-10	i	i	3	i
NC(=O)c1nnsc1-c1ccc(-c2snnc2C(N)=O)cc1	-1	i	-3	i	i	-6	-2	i	i	1	i
NC(=O)CSc1nnc(CNc2ccc(F)cc2)n1CC1CCCO1 (centres undefined)	-6	i	0	i	i	1	-13	i	i	4	i
O=C(CSc1nc(CCC2CCCC2)nc2ccccc12)NCc1ccc2c(c1)OCO2	-3	-13*	0	i	i	-3	-8	i	i	5	i
O=C(CCCN1C(=O)c2ccccc2C1=O)NCCc1ccc(OC(F)F)cc1	-4	i	-2	i	i	-10	-6	i	i	-3	i
N#CC1=C(S)N(c2ccccc2)C(c2cccs2)NC1=O (centres undefined)	4	i	-2	i	i	6	-8	i	i	2	i
COc1ccc(NC(=S)NCCc2c[nH]c3ccccc23)c(OC)c1	1	i	-3	i	i	-4	-6	i	i	3	i
Cn1c(SCc2ccccn2)nnc1-c1ccccc1	-4	i	-1	i	i	1	-1	i	i	5	i
O=C(O)CC(NS(=O)(=O)Cc1ccccc1)c1cccc([N+](=O)[O-])c1 (centres undefined)	0	i	-1	i	i	-4	-6	i	i	1	i
COc1ccc(Nc2nc(NCC3CCCO3)c3ccccc3n2)c(OC)c1 (centres undefined)	3	i	0	i	i	3	-11	i	-7.7*	2	i
CC[C@@H](C)C(N)c1cn([C@@H](CCC(=O)O)C(=O)N2CCNCC2)nn1 (some centres undefined)	.	i	2	i	i	4	-5	i	i	-2	i
COc1ccc(-c2nnn(CC(=O)N3CCN(c4ccc(F)cc4)CC3)n2)cc1	-1	i	0	i	i	-8	-13	i	i	-3	i
COc1ccc(Nc2nc(Nc3ccc(OC)cc3OC)nc(N3CCN(C)CC3)n2)c(OC)c1	.	i	2	i	i	-2	-14	i	i	.	i
NC(=O)c1ccc(NC(=O)COC(=O)c2cccc(Oc3ccccc3)c2)cc1	-3	i	2	i	i	-1	-9	i	i	.	i
O=C(C1CC(c2ccc(F)cc2)=NO1)N1CCN(Cc2ccccc2)CC1 (centres undefined)	.	i	-4	i	i	-9	-10	i	i	-2	i

Four records drawn at random from the list so far:
SMILES	GSK3A inh	KCNK9 inh	GSK3B inh	KCNK3 inh	KCNQ1 block	DYRK1A inh	hERG protect	PolyA inhibitor	RGS4 pot	HDAC3 inh	KCNQ1 pot
COc1ccc(NC(=S)NCCc2c[nH]c3ccccc23)c(OC)c1	1	i	-3	i	i	-4	-6	i	i	3	i
Cc1ccc(-c2cc(C(=O)N3CCN(c4ccccc4O)CC3)c3ccccc3n2)o1	-1	i	2	i	i	-7	-23	i	i	-7	i
O=C(CNS(=O)(=O)c1ccc(Br)s1)N1CCN(C(=O)c2ccco2)CC1	0	i	-1	i	i	-3	-8	i	i	4	i
NC(=O)CSc1nnc(CNc2ccc(F)cc2)n1CC1CCCO1 (centres undefined)	-6	i	0	i	i	1	-13	i	i	4	i

Compound activity: PubChem, several laboratories
